GLS inh = qHTS for Inhibitors of Glutaminase (GLS); AID 624170, 2012; Potency, µM (doses to about 45.5 µM), inactives show at the highest dose activity change, negative = inhibition, most hits filed as inhibitors; GLS enzymatic activity, qHTS titration; 0.21% of 410,000 active; further: potency means the concentration at half of the fitted maximal effect; on the % scale 0 is the no-effect control and ±100 the full control effect
Target sequence (O94925 whole entry, looked up): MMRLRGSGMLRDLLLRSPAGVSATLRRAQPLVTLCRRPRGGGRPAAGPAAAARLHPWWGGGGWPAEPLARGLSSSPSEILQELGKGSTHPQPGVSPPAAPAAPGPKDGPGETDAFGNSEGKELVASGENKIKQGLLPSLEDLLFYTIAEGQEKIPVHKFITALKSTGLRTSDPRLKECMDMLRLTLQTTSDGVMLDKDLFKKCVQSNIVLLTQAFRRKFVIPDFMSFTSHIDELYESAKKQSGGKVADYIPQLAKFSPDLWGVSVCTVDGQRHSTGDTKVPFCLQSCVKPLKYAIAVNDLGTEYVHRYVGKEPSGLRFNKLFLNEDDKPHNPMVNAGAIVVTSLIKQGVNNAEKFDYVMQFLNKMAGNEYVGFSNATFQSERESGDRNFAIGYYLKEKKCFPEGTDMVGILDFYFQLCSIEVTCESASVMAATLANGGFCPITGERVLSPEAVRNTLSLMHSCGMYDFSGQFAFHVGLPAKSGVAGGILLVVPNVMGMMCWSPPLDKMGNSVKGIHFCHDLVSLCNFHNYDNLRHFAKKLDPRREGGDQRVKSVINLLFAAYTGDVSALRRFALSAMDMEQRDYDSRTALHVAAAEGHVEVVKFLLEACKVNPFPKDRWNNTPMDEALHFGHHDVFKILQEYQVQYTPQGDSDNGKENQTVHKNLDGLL
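Read-out is an Amplex red fluorescence increase coupled through glutamate oxidase and HRP, measured before and after 30 min room-temperature incubation. hKGA is in 45 mM KH2PO4 (pH 8.2) with 0.02% Tween-20; glutamine added as 1mM solution.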
PGK inhibitor = qHTS Assay to Find Inhibitors of Phosphoglycerate Kinase. Phosphoglycerate kinase, glycosomal (Trypanosoma brucei brucei), P07378. PGK/GAPDH coupled, Kinase-Glo luminescence, 60 min. Potency, µM (titrated, usually from 57.5 µM), for the others: top-dose activity change, negative = inhibition, hits mostly inhibitors. 0.043% of 380,000 active; further: potency means the concentration at half of the fitted maximal effect; on the % scale 0 is the no-effect control and ±100 the full control effect; nearly all actives have a fitted effect of over 60% in size
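Luminescent ATP detection (Kinase-Glo Plus) follows a 60-minute room-temperature incubation, with wells lacking PGK as controls. Buffer: 100 mM TEA (pH 7.6), 5 mM MgCl2, 0.01% Tween-20. Coupling enzyme GAPDH (100 nM final) supplies unstable 1,3-BPG in-well.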
HP1b chromo inh = HTS for Inhibitors of HP1-beta Chromodomain Interactions with Methylated Histone Tails; Chromobox protein homolog 1 (Homo sapiens), P83916; AlphaScreen HP1-beta / biotin-H3K9me3 peptide binding; Potency, µM (doses to about 114 µM), for inactives: at the top dose activity change, negative = inhibition, hits mostly inhibitors; 0.56% of 390,000 active; further: potency means the concentration at half of the fitted maximal effect; nearly all actives have a fitted effect of over 70% in size; inactives centre near 23
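Compound inhibition of the preformed complex between 50 nM HP1-beta and 50 nM biotinylated H3K9me3 peptide was read by AlphaScreen. Buffer was PBS pH 7.4 with 0.01% Tween-20. Incubations ran 30 min at room temperature, with 10 ug/mL donor/acceptor beads.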
USP1 inh = Inhibitors of USP1/UAF1: Primary Screen. Ubiquitin carboxyl-terminal hydrolase 1 (Homo sapiens), O94782. Potency, µM (highest dose often 57.1 µM), for the others: at the highest dose activity change, negative = inhibition, usual class: inhibitors. recombinant USP1/UAF1, Ub-Rhodamine cleavage fluorescence. 0.23% of 390,000 active. AID 743255, 2014; further: potency means the concentration at half of the fitted maximal effect; on the % scale 0 is the no-effect control and ±100 the full control effect; nearly all actives have a fitted effect of over 60% in size; inactives centre near -12
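USP1/UAF1 complex at 1 nM was preincubated with compound for 15 min at room temperature, then Ub-Rho substrate (150nM final) was added. Fluorescence (480/540 nm) was read kinetically, 6 reads every 60 seconds.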
Pin1 inh = qHTS Assay to Find Inhibitors of Pin1. 0.009% of 390,000 active. AID 504891, 2011. Peptidyl-prolyl cis-trans isomerase NIMA-interacting 1 (Homo sapiens), Q13526. Potency, µM (titrated, usually from 115 µM), inactives show at the highest dose activity, negative = inhibition, actives largely listed as inhibitors. Pin1 FP peptide displacement, HiFluor488, 10 min; active means well fitted inhibition curve with a large enough effect in the polarisation, with a control signal flat, not every such curve was filed as active; inconclusive means small, poorly fitted or top-dose-only effect, or effect the other way, or a change in a side signal; inactive means no such curve, though single readings can be large or run the other way; the % refers to the polarisation; further: potency means the concentration at half of the fitted maximal effect; on the % scale 0 is the no-effect control and ±100 the full control effect
mIDH1 inhibitor = qHTS for Inhibitors of mutant isocitrate dehydrogenase 1 (IDH1): qHTS | 0.093% of 390,000 active | IDH1-R132H enzyme, NADPH consumption, diaphorase/resazurin fluorescence | Isocitrate dehydrogenase [NADP] cytoplasmic (Homo sapiens), O75874 | Potency, µM (top dose mostly 76.6 µM), inactives show top-dose activity change, negative = inhibition, usual class: inhibitors | AID 602179, 2012; further: potency means the concentration at half of the fitted maximal effect; on the % scale 0 is the no-effect control and ±100 the full control effect; nearly all actives have a fitted effect of over 65% in size
Target sequence (O75874 whole entry R132H, stated change not applied): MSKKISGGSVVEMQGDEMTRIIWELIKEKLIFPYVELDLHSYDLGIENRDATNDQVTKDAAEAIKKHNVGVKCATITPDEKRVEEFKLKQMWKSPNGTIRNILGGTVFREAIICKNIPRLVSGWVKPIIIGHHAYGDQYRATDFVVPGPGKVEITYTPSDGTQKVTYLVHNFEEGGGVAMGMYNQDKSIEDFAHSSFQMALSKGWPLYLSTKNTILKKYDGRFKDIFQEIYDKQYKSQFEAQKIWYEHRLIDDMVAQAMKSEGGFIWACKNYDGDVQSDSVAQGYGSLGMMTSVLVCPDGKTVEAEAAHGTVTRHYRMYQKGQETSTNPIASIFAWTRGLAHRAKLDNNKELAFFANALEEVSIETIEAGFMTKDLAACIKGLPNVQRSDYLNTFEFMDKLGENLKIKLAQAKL
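IDH1-R132H (0.5 ug/mL dispensed) in pH 7.5 Tris buffer was preincubated 30 min with compound, then given a substrate mix of 0.016 mM NADPH and 2 mM alpha-KG for 80 min at room temperature; remaining NADPH was read by diaphorase/resazurin fluorescence.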
PI4K2A block = qHTS for small molecular inhibitors of PI4K2A. purified PI4K2A, ADP-Glo luminescence, 1 h; hits give low values. activity change, negative = inhibition, % at 76.9 µM. 0.13% of 420,000 active. AID 1346378, 2018; in the data active means activity change below about -50%; inconclusive means mostly about -30% to -49%;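 further: -100% = wells without enzyme as full effect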
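ADP-Glo luminescence measured ADP generated by PI4K2A enzyme (4 ug/mL before mixing) with 1.2 mM PI substrate (pre-mix) and 300 microM ATP (pre-mix). Tris pH7.5 buffer with MgCl2, Triton X-100; 1 h reaction at ambient temperature.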
TrxR1 substrate = qHTS Assay for Substrates of Mammalian Selenoprotein Thioredoxin Reductase 1 (TrxR1): qHTS; Thioredoxin reductase 1, cytoplasmic (Rattus norvegicus), O89049; purified TrxR1 substrate turnover, NADPH consumption readout; Potency, µM (series often up to 114 µM), without a hit: top-dose activity change, negative = substrate turnover; 0.01% of 390,000 active; further: potency means the concentration at half of the fitted maximal effect; on the % scale 0 is the no-effect control and ±100 the full control effect; nearly all actives have a fitted effect of over 50% in size
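Rat TrxR1, dispensed at 90 nM, was prereduced with 400 uM NADPH (final) for 5 min at ~22 deg C, then incubated with compound 15 min before 400 uM selenite. A first-read NADPH fluorescence drop versus no-compound background flagged substrates.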
TrxR1 inh = qHTS Assay for Inhibitors of Mammalian Selenoprotein Thioredoxin Reductase 1 (TrxR1): qHTS; Thioredoxin reductase 1, cytoplasmic (Rattus norvegicus), O89049; recombinant rTrxR1, NADPH fluorescence consumption, selenite substrate; Potency, µM (series often up to 114 µM), for inactives: at the highest dose activity change, negative = inhibition, hits mostly inhibitors; 1% of 390,000 active; AID 588453, 2011; further: potency means the concentration at half of the fitted maximal effect; on the % scale 0 is the no-effect control and ±100 the full control effect; nearly all actives have a fitted effect of over 65% in size
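Rat TrxR1 (90 nM in the dispensed reagent) was pre-reduced with 400 uM NADPH for 5 min at room temperature, then incubated with compound for 15 min. After 400 uM selenite was added, NADPH fluorescence (Ex 340/Em 450 nm) was followed for 8 min.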
* hit, by the source's call; [ ] = remark or other dose. Unless noted, the call rests on the fitted dose curve; in most records, active means well fitted curve in the direction sought with a large enough effect; inconclusive means small, poorly fitted or top-dose-only effect, or another doubt; inactive means no such curve, though single readings can be large; an effect the other way counts as inactive or inconclusive.

CCOc1ccc(C(=O)NCC(=O)NNC(=O)c2cc(C)oc2C)cc1OCC was read as GLS inh 0%, PGK inhibitor -1%, HP1b chromo inh 21%, USP1 inh -18%, Pin1 inh -3%, mIDH1 inhibitor 10%, PI4K2A block -5, TrxR1 substrate -12% and TrxR1 inh -21%.
Cc1nc2nc(SCC(=O)NCc3ccco3)nn2c(C)c1Cc1c(F)cccc1Cl was read as GLS inh 6%, PGK inhibitor 0%, HP1b chromo inh 30%, USP1 inh -14%, Pin1 inh inconclusive, mIDH1 inhibitor -6%, PI4K2A block -2, TrxR1 substrate 16%[57.1 µM] and TrxR1 inh 3%[57.1 µM].
For COc1ccc(OC)c(NC(=O)CSc2nnc3ccc4ccccc4n23)c1 the results were GLS inh -5%, PGK inhibitor -9%, HP1b chromo inh -6%, USP1 inh -20%, Pin1 inh 1%, mIDH1 inhibitor -4%, PI4K2A block -1, TrxR1 substrate 21% and TrxR1 inh 34%.
Screening COc1ccc(C(=O)NC2CCSc3ccccc32)cc1S(=O)(=O)N1CCOCC1 (centres undefined) returned GLS inh 10%, PGK inhibitor 7%, HP1b chromo inh 8%, USP1 inh inconclusive, Pin1 inh 0%, mIDH1 inhibitor 0%, PI4K2A block 0, TrxR1 substrate 6%[57.1 µM] and TrxR1 inh 13%.
CCCC(=O)Nc1ccc2c(c1)nc(CN1CCN(C(=O)OCC)CC1)n2C(C)C was read as GLS inh -11%, PGK inhibitor -1%, HP1b chromo inh 41%[activator], USP1 inh -9%, Pin1 inh 2%, mIDH1 inhibitor 2%, PI4K2A block 0, TrxR1 substrate -12% and TrxR1 inh -8%.
CCOc1ccc(CNS(=O)(=O)c2ccc3c(c2)CCCN3C(C)=O)cc1OC was read as GLS inh 3%, PGK inhibitor 6%, HP1b chromo inh 23%[57 µM], USP1 inh -10%, Pin1 inh 4%, mIDH1 inhibitor 26%, PI4K2A block 1, TrxR1 substrate -3%[57.1 µM] and TrxR1 inh 4%[57.1 µM].
CCc1cc2c(=O)n(CCC(C)C)c(=S)[nH]c2s1 was read as GLS inh 4%, PGK inhibitor 12%, HP1b chromo inh 22%, USP1 inh -18%, Pin1 inh 3%, mIDH1 inhibitor 8%, PI4K2A block 5, TrxR1 substrate 10%[57.1 µM] and TrxR1 inh -10%[57.1 µM].
O=[N+]([O-])c1ccc(C(=S)N2CCN(c3ccc(F)cc3)CC2)cc1 was read as GLS inh 16µM*, PGK inhibitor 7%, HP1b chromo inh inconclusive, USP1 inh -26%, Pin1 inh 0%, mIDH1 inhibitor 5%, PI4K2A block -23, TrxR1 substrate -2%[57.1 µM] and TrxR1 inh -5%[57.1 µM].
CCCn1c(SCC(=O)Nc2nc3c(s2)CCCC3)nc2c1c(=O)n(C)c(=O)n2C was read as PGK inhibitor -1%, HP1b chromo inh 4%, USP1 inh -10%, Pin1 inh 2%, mIDH1 inhibitor -1%, PI4K2A block -3, TrxR1 substrate -8% and TrxR1 inh -7%.
For CCOC(=O)C1CCN(CC(=O)Nc2c(C(=O)OC)[nH]c3cccc(Cl)c23)CC1 the results were GLS inh 15%, PGK inhibitor -1%, HP1b chromo inh 7%, USP1 inh -6%, Pin1 inh 0%, mIDH1 inhibitor -4%, PI4K2A block 1, TrxR1 substrate -7% and TrxR1 inh 10%.

Gathered by group, the entries above with a furan ring, fused or not.
CCOc1ccc(C(=O)NCC(=O)NNC(=O)c2cc(C)oc2C)cc1OCC was read as GLS inh 0%, PGK inhibitor -1%, HP1b chromo inh 21%, USP1 inh -18%, Pin1 inh -3%, mIDH1 inhibitor 10%, PI4K2A block -5, TrxR1 substrate -12% and TrxR1 inh -21%.
Cc1nc2nc(SCC(=O)NCc3ccco3)nn2c(C)c1Cc1c(F)cccc1Cl was read as GLS inh 6%, PGK inhibitor 0%, HP1b chromo inh 30%, USP1 inh -14%, Pin1 inh inconclusive, mIDH1 inhibitor -6%, PI4K2A block -2, TrxR1 substrate 16%[57.1 µM] and TrxR1 inh 3%[57.1 µM].

The results go on.
CCCCC1=CC2=CC(=O)C(C)(OC(=O)CC)C(=O)C2=CN1CCCOC(C)C (centres undefined) was read as GLS inh 0%, PGK inhibitor -7%, HP1b chromo inh 15%, USP1 inh inconclusive, Pin1 inh inconclusive, mIDH1 inhibitor 7%, PI4K2A block -3, TrxR1 substrate 0% and TrxR1 inh -8%.
`CS(=O)(=O)N1CCCC(C(=O)Nc2ccc(F)cc2F)C1` (centres undefined) gave GLS inh -1%, PGK inhibitor -4%, HP1b chromo inh 7%, USP1 inh -8%, Pin1 inh 2%, mIDH1 inhibitor -7%, PI4K2A block -9, TrxR1 substrate 8% and TrxR1 inh 25%.
For CCCN(CC(=O)Nc1ccccc1C)C(=O)c1ccc(C)c(S(=O)(=O)N2CCCCC2)c1 the results were GLS inh 1%, PGK inhibitor 0%, HP1b chromo inh 42%[activator], USP1 inh -18%, Pin1 inh -7%, mIDH1 inhibitor 7%, PI4K2A block 7, TrxR1 substrate 4% and TrxR1 inh 19%.
For CCc1c(C)nc2ncnn2c1NCCc1ccc(OC)cc1 the results were GLS inh -17%, PGK inhibitor -7%, HP1b chromo inh 11%, USP1 inh -10%, Pin1 inh 2%, mIDH1 inhibitor 2%, PI4K2A block -4, TrxR1 substrate 1% and TrxR1 inh 0%.
`CCN(CC)C(=O)c1cnn(-c2ccccc2)c1NC(=O)c1ccco1` gave GLS inh 0%, HP1b chromo inh 8%, USP1 inh -9%, Pin1 inh -1%, mIDH1 inhibitor 4%, PI4K2A block -2, TrxR1 substrate 15% and TrxR1 inh 26%.
For O=C(Cc1cccs1)N1CCN=C1SCc1ccccc1F the results were GLS inh -10%, PGK inhibitor inactive, HP1b chromo inh 33%, USP1 inh -14%, Pin1 inh 1%, mIDH1 inhibitor 6%, PI4K2A block 0, TrxR1 substrate -5%[57.1 µM] and TrxR1 inh 8%[57.1 µM].
Screening Cc1cc(C)n(-c2ccc(S(=O)(=O)N3CCOCC3)cc2[N+](=O)[O-])n1 returned GLS inh 7%, PGK inhibitor -4%, HP1b chromo inh -6%, USP1 inh -7%, Pin1 inh -8%, mIDH1 inhibitor 4%, PI4K2A block 2, TrxR1 substrate 1% and TrxR1 inh 21%.
Cc1ccc(S(=O)(=O)Nc2c(C)nc3nc(C)[nH]n3c2=O)cc1 was read as GLS inh 32%[activator], PGK inhibitor -2%, HP1b chromo inh -6%, USP1 inh -3%, Pin1 inh -3%, mIDH1 inhibitor 10%, PI4K2A block 5, TrxR1 substrate 0%[57.1 µM] and TrxR1 inh -5%[57.1 µM].
Screening COc1ccc(C(C(=O)NC2CCCCC2)N(C(=O)c2cccs2)c2ccc3c(c2)OCO3)cc1 (centres undefined) returned GLS inh 11%, PGK inhibitor -2%, HP1b chromo inh 6%, USP1 inh -3%, Pin1 inh 2%, mIDH1 inhibitor -7%, PI4K2A block 0, TrxR1 substrate 9% and TrxR1 inh 17%.
Screening NC1=NC[C@@H](Cc2ccc(O)cc2)N1CCc1cccc(F)c1 returned GLS inh 3%, PGK inhibitor -10%, HP1b chromo inh 34%, USP1 inh -25%, Pin1 inh 1%, mIDH1 inhibitor 11%, PI4K2A block -4, TrxR1 substrate 2% and TrxR1 inh 9%.
For Cc1ccc(C(C)C)c(OCCCCCN2CCOCC2)c1 the results were GLS inh 4%, PGK inhibitor -1%, HP1b chromo inh inconclusive, USP1 inh -22%, Pin1 inh -3%, mIDH1 inhibitor 2%, PI4K2A block 9, TrxR1 substrate 6% and TrxR1 inh 16%.
For COc1ccc(NC(=O)C(NC(=O)c2ccccc2)C(C)C)cc1 (centres undefined) the results were GLS inh -11%, PGK inhibitor -1%, HP1b chromo inh 16%, USP1 inh -19%, Pin1 inh 0%, mIDH1 inhibitor 2%, PI4K2A block 5, TrxR1 substrate 2% and TrxR1 inh 13%[57.1 µM].
O=C(c1ccc2c(=O)n(C3CCCC3)c(=S)[nH]c2c1)N1CCN(C2CCCCC2)CC1 was read as GLS inh -9%, PGK inhibitor -7%, HP1b chromo inh 28%, USP1 inh -19%, Pin1 inh -2%, mIDH1 inhibitor -1%, PI4K2A block 2, TrxR1 substrate -2% and TrxR1 inh 2%.

This is a subset. The share of hits here may be higher or lower than overall.
